LAP4 TOR yeast: modulators of LAP4-GFP expression in yeast, primary screen, S. cerevisiae, multiplex flow cytometry, MLPCN library; 3 h; median GFP as percent of DMSO wells; GFP response vs DMSO, % at 10 µM; hit rate 0.34% among 320,000; AID 2023, 2009;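 active = GFP response vs DMSO above a set limit, about the screen mean plus 3 SD, cut at about 150% in these data; inconclusive = under 70 cell events counted for the yeast strain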
RPL19A TOR yeast: RPL19A-GFP expression modulators in yeast, primary screen, cell-based, S. cerevisiae, multiplex flow cytometry, MLPCN; S. cerevisiae RPL19A-GFP strain, 3 h; hits give low values; hit rate 0.3% among 330,000; percent response vs DMSO, % at 10 µM; AID 2025, 2009;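 active = percent response vs DMSO below 50%; inconclusive = fewer than 70 events counted for the yeast strain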;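 also: median channel GFP fluorescence of the barcoded RPL19A-GFP strain; ratio of sample median GFP to plate DMSO average so 100% = DMSO; lower means less RPL19A-GFP as with rapamycin TOR inhibition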
procasp7 counter: procaspase-7 activators, primary screen, counter-screen for procaspase-3 activator project, biochemical, absorbance, HTS, human | recombinant procaspase-7, Ac-DEVD-pNA absorbance 405 nm; D23A/D198A/D206A triple mutant, cannot self-cleave; scale: DMSO 0, 5 µM enzyme 100 | activation, % at 8.5 µM | hit rate 0.093% among 330,000 | AID 463210, 2010;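 active = percent activation above the screen-wide mean plus 3 SD, cut at about 25% in these data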
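Assay system: Uncleavable procaspase-7 mutant enzyme / Input: 2 µM procaspase-7 mutant as dispensed / Dosing: single nominal 8.5 µM compound dose, 0.8% DMSO final / Timing: 1 h enzyme–compound preincubation and 2 h substrate reaction, both 25 °C / Detection: p-Nitroaniline absorbance at 405 nm, read at 0 and 120 min / Replication: singlicate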
MEP2 TOR yeast: modulators of MEP2-GFP levels in yeast, primary screen, S. cerevisiae, multiplex flow cytometry, MLPCN library; S. cerevisiae MEP2-GFP strain, 3 h; 100% = DMSO control level; GFP response vs DMSO, % at 10 µM; hit rate 0.51% among 330,000;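 active = GFP response versus DMSO above a set limit, roughly screen mean plus 3 SD, cut at about 180% in these data; inconclusive = fewer than 70 cells counted for a yeast strain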;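 also: median GFP fluorescence of the barcode-gated MEP2-GFP cells per well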
ZTA counter: ZTA (EBV) inhibition in EBNA-1 counter-screen; inhibition, % at 11 µM; AID 2234; hit rate 0.15% among 320,000; ZTA-DNA binding, fluorescence polarization; in the data active = inhibition above about 33%
EBNA-1 inh: EBNA-1 DNA-binding inhibitors, primary screen, biochemical, fluorescence polarization | hit rate 0.34% among 300,000 | AID 1950, 2009 | inhibition, % at 14.8 µM; in the data active = inhibition above about 28%
proCasp3 act: activators of human procaspase-3 D3A mutant, primary screen, biochemical, absorbance, PC-3 D3A mutant, single concentration; Caspase-3 (Homo sapiens), P42574; recombinant procaspase-3 D3A, Ac-DEVD-pNA absorbance 405 nm; activation, % at 8.5 µM; hit rate 0.11% among 330,000;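 active = activation above the mean of all tested compounds plus 3 SD, cut at about 21% in these data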;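 also: 0% = DMSO alone and 100% = DMSO wells spiked with extra 5 µM PC-3 D3A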
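Evaluation: percent activation relative to control range; Material: Procaspase-3 D3A mutant, all three cleavage aspartates alanine; Compound: single dose, 8.5 µM nominal compound, 0.8% DMSO; Replication: one well per compound; Signal: absorbance at 405 nm, 0 and 120 min; Schedule: 1 h preincubation plus 2 h reaction at 25 °C.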
AHR act: AHR activators, primary screen, cell-based, luminescence, luciferase reporter, human; Aryl hydrocarbon receptor (Homo sapiens), P35869; hit rate 2.5% among 320,000; activation, % at 5 µM; AHR-responsive luciferase reporter cells; AID 2796, 2010; in the data active = activation above about 47%;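 also: 0% = vehicle wells and 100% = reference agonist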
* hit, by the source's call; ? = inconclusive; . = not tested or not shown; [ ] = another dose, or the depositor's remark.

#1 Cc1cccc(NC(=O)Cn2nnc(-c3cccs3)n2)c1C
#2 CCCCOc1ccc(C(=O)N/C(=C/C=C/c2ccccc2)C(=O)NC)cc1
#3 Cc1ccc(C(=O)N/C(=C\c2sccc2C)C(=O)NCc2ccncc2)cc1
#4 COc1ccc(/C=C2/C(=N)N3C(=NC2=O)Sc2cc(S(C)(=O)=O)ccc23)cc1OC
#5 Cc1noc(NS(=O)(=O)c2ccc(NC(=O)C34CC5CC(C3)CC(n3cnc(Br)n3)(C5)C4)cc2)c1C
#6 COc1ccc(C(CC(=O)O)N2Cc3ccccc3C2=O)cc1 (stereo unspecified)
#7 Cc1ccc(S(=O)(=O)N2CCN(C(C(=O)Nc3ccc(F)cc3)c3ccccc3)CC2)cc1 (stereo unspecified)
#8 CCOC(=O)C1CCN(c2nc(C)nc3c2oc2ccccc23)CC1
#9 Cc1cc(C)n(C2CC(=O)N(c3ccc(C)c(Cl)c3)C2=O)n1 (stereo unspecified)
#10 O=S1(=O)CCN2C(=N1)SC1=C2CCN(Cc2ccccc2)C1

screen / no.	1	2	3	4	5	6	7	8	9	10
LAP4 TOR yeast	102	95	92	109	95	80	106	106	98	77
RPL19A TOR yeast	98	103	105	100	98	90	97	96	97	89
procasp7 counter	-1	-5	-7	13	-1	-1	-1	9	-4	-13
MEP2 TOR yeast	101	103	95	96	102	92	98	107	97	91
ZTA counter	7	-9	0	-6	5	-9	19	-9	-10	14
EBNA-1 inh	22	0	-7	-6	-3	4	-2	7	-3	2
proCasp3 act	7	-9	2	7	4	4	-4	0	4	-11
AHR act	17	10	7	1	-1	1	-1	3	0	1

#11 COc1ccc(/C=C/C(=O)c2ccc3c(c2)OCO3)c(OC)c1
#12 Cc1ccc(NS(=O)(=O)c2ccc3c(c2)NC(=O)CO3)cc1C
#13 Brc1ccc(-c2nnc(-c3cccnc3)o2)cc1
#14 Cc1cccc(NC(=O)c2cc(-c3cc(Cl)ccc3O)n[nH]2)c1
#15 CC(C)(C)N1CCC1C(N)=O (stereo unspecified)
#16 O=C(COC(=O)CNC(=O)c1ccccc1)NCCc1ccccc1
#17 C[C@@H]1CN([C@H](C)CO)C(=O)c2cc(NC(=O)Nc3ccc(C(F)(F)F)cc3)ccc2O[C@H]1CN(C)S(=O)(=O)c1cccs1
#18 O=S(=O)(N/N=C\c1cccn1-c1ccccc1)c1ccc2ccccc2c1
#19 CCOC(=O)c1nc(C)nc(Sc2n[nH]c(-c3cc(Cl)cc(Cl)c3)n2)c1C
#20 CC(=O)c1ccc(N2CCN(S(=O)(=O)c3cn(C)c(C)n3)CC2)cc1

screen / no.	11	12	13	14	15	16	17	18	19	20
LAP4 TOR yeast	103	89	128	101	90	95	94	99	108	104[may fluoresce green]
RPL19A TOR yeast	98	100	90	105	106	103	94	95	99	93[may fluoresce green]
procasp7 counter	-6	3	-1	5	8	2	5	0	2	-4
MEP2 TOR yeast	98	107	85	110	102	96	88	102	96	106[may fluoresce green]
ZTA counter	17	15	-10	1	-14	-6	.	-3	-6	1
EBNA-1 inh	3	-1	-8	6	-8	-10	.	-2	-6	2
proCasp3 act	-2	-6	-14	3	5	-1	-3	1	4	-5
AHR act	12	-1	-2	-4	-1	-3	0	0	1	3

#21 Cn1ccnc1COc1ccc(/C=N/O)cc1
#22 COCCCNC(=O)CSc1nc2cc(C(=O)NCCOC)ccc2c(=O)n1Cc1ccc2c(c1)OCO2
#23 COc1cc2c(cc1OC)[C@H](C)N(C(=O)COc1ccccc1)CC2
#24 Cc1cc(Cl)ccc1NC(=O)CN1C(=O)NC2(CCCC2)C1=O
#25 COC(=O)[C@@H](NC(=O)c1ccccc1)[C@@H](C)O
#26 O=C1CC[C@@H](CN(Cc2ccccc2)Cc2cn[nH]c2-c2cc3ccccc3o2)N1
#27 CCc1nonc1NC(=O)c1oc2ccc(C)cc2c1C
#28 Cc1ccc(NC(=O)CSc2nc(=O)n(CCCN3CCOCC3)c3c2CCCC3)cc1
#29 Cc1c(NC(=O)CN2CCC(C(N)=O)CC2)cccc1[N+](=O)[O-]
#30 O=c1c2cc(NC(=S)N3CCC(N4CCCCC4)CC3)ccc2nc2n1CCCCC2

screen / no.	21	22	23	24	25	26	27	28	29	30
LAP4 TOR yeast	83	101	92	?	107	97	101	109	94	109
RPL19A TOR yeast	93	99	95	?	93	105	100	98	100	96
procasp7 counter	-3	13	17	0	4	-2	4	11	1	-2
MEP2 TOR yeast	98	101	99	?	92	113	98	95	66	104
ZTA counter	-4	-4	3	-2	-5	-6	-17	11	-2	15
EBNA-1 inh	-9	-3	13	-11	-1	-15	-2	3	1	-4
proCasp3 act	-3	-2	1	1	3	-1	3	-1	0	-4
AHR act	2	13	1	1	1	11	-3	-4	0	2

Records 22 to 24 from above:
#22 COCCCNC(=O)CSc1nc2cc(C(=O)NCCOC)ccc2c(=O)n1Cc1ccc2c(c1)OCO2
#23 COc1cc2c(cc1OC)[C@H](C)N(C(=O)COc1ccccc1)CC2
#24 Cc1cc(Cl)ccc1NC(=O)CN1C(=O)NC2(CCCC2)C1=O

screen / no.	22	23	24
LAP4 TOR yeast	101	92	?
RPL19A TOR yeast	99	95	?
procasp7 counter	13	17	0
MEP2 TOR yeast	101	99	?
ZTA counter	-4	3	-2
EBNA-1 inh	-3	13	-11
proCasp3 act	-2	1	1
AHR act	13	1	1

(continued)
#31 O=C(Nc1ccc(Cl)cc1)C1CCN(C(=O)c2cccs2)CC1
#32 Cc1cccc(NC(=S)N(CCCN2CCCC2)Cc2cccn2Cc2ccc(Cl)cc2)c1
#33 O=C(Cn1cnc2ccccc2c1=O)Nc1ccc(S(=O)(=O)N2CCOCC2)cc1
#34 COc1ccc(NC(=S)NCCCN2CCN(C3CCCCC3)CC2)cc1
#35 COc1ccc(-c2csc(N3C(=O)CNC3=S)n2)cc1
#36 CCCNC(=O)c1ccc2c(=O)c(O)c(-c3ccc(F)cc3)[nH]c2c1
#37 CCC(=O)Nc1nc(-c2ccc3c(c2)OCCO3)cs1
#38 CCOc1cc(/C=C/C(=O)OCC(=O)NC2CCS(=O)(=O)C2)ccc1OCc1ccccc1 (stereo unspecified)
#39 COC1CCN(C(=O)c2ccc(OC3CCN(Cc4ccccn4)CC3)cc2)CC1
#40 COc1ccc(N(C(C)C(=O)N/N=C/c2cccnc2)S(C)(=O)=O)cc1 (stereo unspecified)

screen / no.	31	32	33	34	35	36	37	38	39	40
LAP4 TOR yeast	97	98	99	98	99	105	102	109	107	95
RPL19A TOR yeast	102	98	98	102	97	97	95	92	100	118
procasp7 counter	9	-7	3	5	-4	-4	12	5	-1	0
MEP2 TOR yeast	106	99	104	107	97	90	90	70	103	101
ZTA counter	10	23	9	-14	-1	7	-6	3	4	-16
EBNA-1 inh	14	-9	-13	-8	82*	11	7	6	-6	11
proCasp3 act	-3	0	1	1	-1	7	5	-1	0	5
AHR act	-3	-1	47*	1	3	70*	13	0	1	6

#41 CC(C)(C)NC(=O)CN(C(=O)c1ccc(Cl)nc1)c1cccc2ccccc12
#42 COc1ccc(C)cc1NC(=O)COC(=O)c1c(C)noc1C
#43 Cc1c(C(=O)c2ccc(Cl)cc2[N+](=O)[O-])c2ccccn2c1CCC#N
#44 O=C(C1CCC(C(=O)N2CCCCC2)CC1)N1CCCCC1 (stereo unspecified)
#45 Clc1ccc(Cl)c(OCCN2CCCC2)c1
#46 N#CC1=C(N)OC2=C(C(=O)CC(c3ccco3)C2)C1c1ccc(OCc2c(F)cccc2Cl)cc1 (stereo unspecified)
#47 COc1ccc(OC)c(C(=O)c2c(C)oc3cc(Br)c(O)c(CN(C)C)c23)c1
#48 Cc1occc1C(=O)NNC(=O)COc1ccc(Br)cc1Br
#49 CC(C)C(=O)Nc1ccc(C(=O)CSc2nnc(C3CC3)n2C2CC2)cc1
#50 COc1ccc(NC(=O)COC(=O)CCCc2c[nH]c3ccccc23)cc1

screen / no.	41	42	43	44	45	46	47	48	49	50
LAP4 TOR yeast	99	112	102	113	84	97	113	103	96	97
RPL19A TOR yeast	94	99	101	102	101	99	94	103	105	99
procasp7 counter	-2	0	5	0	13	-3	-2	5	-5	-1
MEP2 TOR yeast	97	104	96	108	101	102	96	108	102	98
ZTA counter	-7	8	-17	16	4	-19	5	-15	-8	6
EBNA-1 inh	-2	3	-11	2	18	9	6	7	.	2
proCasp3 act	-4	3	-4	-5	9	10	4	10	8	6
AHR act	7	4	7	-3	0	11	0	3	1	12

Exported with two lines to a compound: two of the compounds above.
Results follow in this order: LAP4 TOR yeast, RPL19A TOR yeast, procasp7 counter, MEP2 TOR yeast, ZTA counter, EBNA-1 inh, proCasp3 act, AHR act
[34] COc1ccc(NC(=S)NCCCN2CCN(C3CCCCC3)CC2)cc1
  98, 102, 5, 107, -14, -8, 1, 1
[29] Cc1c(NC(=O)CN2CCC(C(N)=O)CC2)cccc1[N+](=O)[O-]
  94, 100, 1, 66, -2, 1, 0, 0

Random excerpt: 2 entries already listed
#17 C[C@@H]1CN([C@H](C)CO)C(=O)c2cc(NC(=O)Nc3ccc(C(F)(F)F)cc3)ccc2O[C@H]1CN(C)S(=O)(=O)c1cccs1
#29 Cc1c(NC(=O)CN2CCC(C(N)=O)CC2)cccc1[N+](=O)[O-]

screen / no.	17	29
LAP4 TOR yeast	94	94
RPL19A TOR yeast	94	100
procasp7 counter	5	1
MEP2 TOR yeast	88	66
ZTA counter	.	-2
EBNA-1 inh	.	1
proCasp3 act	-3	0
AHR act	0	0

More compounds
#51 O=S(=O)(c1cccs1)N1CCN(c2ccc(Cl)cc2)CC1
#52 O=c1oc2cc(Cl)ccc2n1CSc1nc2ccccc2s1
#53 COc1ccccc1N1CCN(Cc2ccc(C(=O)O)cc2)CC1
#54 CC1CCN(c2c(NCc3ccc(C(=O)NCc4ccccc4)cc3)c(=O)c2=O)CC1
#55 Cc1ccc(-c2csc3nc[nH]c(=O)c23)cc1C
#56 CCC(=O)C1CCCN(C(=O)c2ccc3nc(-c4cccc(OC)c4)oc3c2)C1 (stereo unspecified)
#57 CCCC(=O)NCCc1ccc(F)cc1
#58 COCCCNC(=O)c1cc2cc3cc(OC)ccc3nc2o1
#59 CCc1[nH]nc2c1C(c1cccnc1)C(C#N)=C(N)O2 (stereo unspecified)
#60 CC1(C)CC(=O)C(C=NCCc2ccccn2)=C(O)C1
#61 Cc1ccc(-c2cc(C(=O)NCCc3ccccn3)c3ccccc3n2)c(C)c1
#62 CCCNC(=O)NC(=O)CSc1cccc(C(F)(F)F)c1

screen / no.	51	52	53	54	55	56	57	58	59	60	61	62
LAP4 TOR yeast	111	114	92	112	90	96	.	94	103	89	94	103
RPL19A TOR yeast	101	101	107	96	107	103	109	96	97	98	101	114
procasp7 counter	5	1	1	-1	5	9	6	18	1	6	-11	-1
MEP2 TOR yeast	97	108	100	93	113	101	103	97	99	102	100	104
ZTA counter	-3	-9	-6	2	-2	8	-6	-1	-2	0	-14	-17
EBNA-1 inh	1	7	-2	-8	-2	-6	3	8	-3	3	-8	5
proCasp3 act	3	1	2	-7	-5	-5	10	4	-2	0	10	2
AHR act	-1	40	8	1	-5	-1	-2	0	0	2	15	5

Source: PubChem BioAssay (several laboratories)
